Avidin bead fluor: compound fluoresces at 488/530 nm on avidin beads; compound fluorescence 488/530 nm, flow cytometry; stronger effect = higher value; fluorescence (KMESF) at 10 µM; 220,000 compounds, 0.38% hits; AID 1775; in the data active = fluorescence above about 47; also: inactives centre near 10
Rab2A wt mod: changes GTP binding to wildtype dog Rab2A, up or down; P61105; GTP binding activity, % at 10 µM; 190,000 compounds, 0.19% hits; GST-Rab2 wt beads, Bodipy-GTP binding, flow cytometry;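 active = GTP binding activity at least 20 points away from 100%, either lowered or raised; inconclusive = signal likely due to the compound's own green fluorescence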;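 also: 0% = beads with excess unlabeled GTP and 100% = no-compound control corrected for plate trend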
HRas wt GTP: changes GTP binding to wildtype human HRas | P01112 | AID 759 | GST-Ras wt beads, Bodipy-FL-GTP binding, flow cytometry; actives lie on both sides | 190,000 compounds, 0.14% hits | GTP binding activity, % at 10 µM;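 active = GTP binding activity at least 20% away from the 100% baseline, either lowered as inhibitor or raised as activator; inconclusive = flagged as likely green fluorescent, judged across all proteins in the well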;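 also: 0% = unlabeled GTP competition control and 100% = no-compound control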
Target sequence (P01112 whole entry, looked up): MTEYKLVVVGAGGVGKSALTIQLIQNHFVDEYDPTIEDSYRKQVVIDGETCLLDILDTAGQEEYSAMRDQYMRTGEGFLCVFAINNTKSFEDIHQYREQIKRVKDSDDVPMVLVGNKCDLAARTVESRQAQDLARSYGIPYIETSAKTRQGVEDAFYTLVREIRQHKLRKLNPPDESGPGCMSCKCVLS
Cdc42 wt: modulators (inhibitors or activators) of GTP binding to human Cdc42 wildtype. percent activity (GTP binding), % at 10 µM. 190,000 compounds, 0.2% hits. AID 761. GST-Cdc42 beads, Bodipy-GTP binding, flow cytometry; actives lie on both sides;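 active = percent activity GTP binding at least 20 points away from the 100% baseline, either down as inhibitor or up as activator; inconclusive = compound flagged as likely green fluorescent from well-wide comparison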;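 also: median bead fluorescence of bound Bodipy-FL-GTP at 100 nM; 0% = excess unlabeled GTP control and 100% = no compound control; below 100% means less GTP binding so inhibitor and above means activator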
Target sequence (P60953 whole entry, looked up): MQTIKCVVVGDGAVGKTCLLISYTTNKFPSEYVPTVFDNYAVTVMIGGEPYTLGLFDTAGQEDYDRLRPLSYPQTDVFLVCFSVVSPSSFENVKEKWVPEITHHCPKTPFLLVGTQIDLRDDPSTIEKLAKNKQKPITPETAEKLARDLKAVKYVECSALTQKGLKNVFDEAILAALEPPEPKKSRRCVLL
Rac1 wt GTP bind: modulators of human Rac1 wildtype GTP binding. GST-Rac1 beads, fluorescent GTP binding, flow cytometry; actives lie on both sides; 0 = cold GTP competed, 100 = untreated. GTP binding activity (% of control), % at 10 µM. 190,000 compounds, 0.27% hits. AID 757;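 active = GTP binding activity at least 20 points away from the 100% control level, either lower or higher; inconclusive = compound flagged as likely green fluorescent, judged across all proteins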
Pf gametocyte: P. falciparum stage V gametocyte viability inhibition | AID 743093 | inhibition, % at 10.9 µM | P. falciparum stage V gametocytes, ATP luminescence, 24 h | 150,000 compounds, 0.065% hits;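 active = inhibition above the mean plus 3 SD of compounds within the control limits, set per campaign, cut at about 38% in these data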;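 also: 0% = DMSO wells and 100% = medium only without gametocytes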
GSH bead fluor: GSH bead compound fluorescence profile. GSH beads flow cytometry, compound fluorescence 488/530 nm; stronger effect = higher value. fluorescence (KMESF) at 10 µM. 190,000 compounds, 0.25% hits; in the data active = fluorescence above about 89;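 also: glutathione beads carrying GST-tagged Bcl family fusion proteins plus one bare bead set; values are compound well signal with DMSO vehicle wells as background; inactives centre near 16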
Rab7 wt modul: alters GTP binding to wildtype dog Rab7 | GST-Rab7 beads, fluorescent GTP binding, flow cytometry; actives lie on both sides; untreated = 100%, excess cold GTP = 0% | AID 758 | 190,000 compounds, 0.055% hits | GTP binding activity (percent of control), % at 10 µM;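 active = fluorescent GTP binding to Rab7 beads changed by at least 20 points from the 100% baseline, either direction, mostly lower; inconclusive = compound itself probably fluorescent, or too few beads counted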;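 also: median green fluorescence of bound Bodipy-FL-GTP per Rab7 bead population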
ABCB1 block: human ABCB1 inhibition, ABCG2 as counter-screen | 190,000 compounds, 0.067% hits | inhibition, % at 6.6 µM | CCRF-Adr cells, JC-1 efflux, flow cytometry | P08183 | AID 1326; in the data active = inhibition above about 40%;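 also: 0% = vehicle and 100% = reference inhibitor; higher value means more JC-1 retained so stronger ABCB1 efflux block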
ABCG2 block: inhibitors of human ABCG2 transporter, ABCB1 counter-screen. Q9UNQ0. IgMXP3 cells, JC-1 efflux, flow cytometry. inhibition, % at 6.6 µM. 190,000 compounds, 0.1% hits;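 active = inhibition above 80%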;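 also: 0% = DMSO and 100% = nicardipine control wells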
Target sequence (Q9UNQ0 whole entry, looked up): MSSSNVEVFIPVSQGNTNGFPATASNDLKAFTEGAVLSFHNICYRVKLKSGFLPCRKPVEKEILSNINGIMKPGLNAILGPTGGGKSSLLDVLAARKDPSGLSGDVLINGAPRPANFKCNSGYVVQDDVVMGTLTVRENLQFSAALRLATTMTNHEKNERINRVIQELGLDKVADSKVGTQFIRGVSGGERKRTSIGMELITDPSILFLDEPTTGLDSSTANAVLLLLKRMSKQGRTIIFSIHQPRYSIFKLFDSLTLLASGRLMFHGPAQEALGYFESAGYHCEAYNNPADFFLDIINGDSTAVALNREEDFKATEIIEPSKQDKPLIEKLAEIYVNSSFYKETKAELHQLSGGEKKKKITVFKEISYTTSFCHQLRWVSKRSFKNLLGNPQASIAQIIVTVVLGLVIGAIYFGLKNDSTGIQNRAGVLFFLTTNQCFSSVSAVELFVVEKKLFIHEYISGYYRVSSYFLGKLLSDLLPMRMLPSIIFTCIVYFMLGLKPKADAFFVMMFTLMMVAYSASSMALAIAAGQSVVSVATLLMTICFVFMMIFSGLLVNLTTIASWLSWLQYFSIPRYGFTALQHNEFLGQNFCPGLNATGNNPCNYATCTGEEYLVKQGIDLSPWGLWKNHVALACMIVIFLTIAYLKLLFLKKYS
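Test system: ABCG2 IgMXP3 and barcoded ABCB1 CCRF-Adr cell mix; Schedule: cells with compound and JC-1, 10 min at 25 °C, rotating, no wash; Technique: flow cytometry of retained JC-1 fluorescence; Measure: % inhibition of efflux relative to nicardipine and DMSO; Controls: nicardipine high and DMSO low controls.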
Rac1 act GTP bind: human Rac1 activated mutant GTP binding change; P63000; GST-Rac1 activated beads, fluorescent GTP binding, flow cytometry; actives lie on both sides; 100% means binding = to untreated wells; percent activity (GTP binding), % at 10 µM; 190,000 compounds, 0.11% hits;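 active = GTP binding at least 20 percentage points away from the 100% baseline, in either direction, so actives lie on both sides; inconclusive = Compound likely fluorescent itself, or too few beads counted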
* marks the source's active call; other numbers are inactive results; ? = inconclusive; / = no result given.

SMILES	Avidin bead fluor	Rab2A wt mod	HRas wt GTP	Cdc42 wt	Rac1 wt GTP bind	Pf gametocyte	GSH bead fluor	Rab7 wt modul	ABCB1 block	ABCG2 block	Rac1 act GTP bind
O=C(COc1ncnc2sccc12)NC1CCCc2ccccc21 (stereo not drawn)	14	100	102	103	104	1	18	103	-0.1	-1	101
O=C(Nc1ccccc1F)NC1CC1	12	99	98	97	99	-16	18	106	0.1	1	97
O=C(CCCCCCCC(=O)c1ccccc1)c1ccccc1	8	94	93	94	94	/	9	95	0.1	-1	91
COc1ccc(C)cc1NC(=O)c1ccoc1C	8	?	?	?	?	/	25	?	0.3	2	?
O=C(CCNS(=O)(=O)c1ccc(Br)s1)NCc1ccc(F)cc1	7	101	99	99	99	11	71	95	-0.4	2	96
O=C(COC(=O)c1ccc[nH]c1=O)NCCc1ccc(F)cc1	20	97	96	94	93	-2	9	99	0.2	0	92
O=C(/C=C/c1c(Cl)cccc1Cl)NCc1ccco1	5	98	99	99	105	2	5	92	-0.2	0	103
COC(=O)Nc1nc(-c2cc(Cl)ccc2Cl)cs1	8	99	95	92	92	8	18	102	-0.4	3	92
Cc1ccc2c(c1)NC(=O)C(N1CCOCC1)(C(F)(F)F)O2 (stereo not drawn)	32	100	102	103	104	-22	14	103	1.1	1	101
COc1ccc(CCNC(=O)CCSc2nc(-c3ccco3)cc(C(F)(F)F)n2)cc1OC	28	98	99	101	102	0	13	96	1.9	3	98
Cc1nn(-c2ccc(Cl)cc2)c2sc(C(=O)c3c(N)n(C)c(=O)n(C)c3=O)cc12	14	103	103	104	106	-26	16	101	0.4	2	101
COc1ccc(Cl)cc1NC(=S)NNC(=O)C1(C)CC1(Cl)Cl (stereo not drawn)	12	91	94	93	96	-19	11	95	-1.3	4	92
C=CCO/N=C(\C)c1c(O)c(C)c(-c2ccccc2)n(-c2ccccc2)c1=O	7	97	99	97	102	/	15	100	-0.2	-3	97
O=C(CN1C(=O)C2CC=CCC2C1=O)NCC(=O)Nc1ccc(F)c(F)c1F (stereo not drawn)	11	99	100	100	101	3	28	97	0.8	3	97
COc1cccc(/C=N/N2CCOCC2)c1O	10	98	97	102	101	6	18	101	0.7	12	98
CC(=O)NC1=NN(C(C)=O)C(C)(CS(=O)(=O)c2ccc3ccccc3c2)S1 (stereo not drawn)	/	100	101	97	96	/	19	96	0.1	0	93
CC(C)c1onc(C(=O)NCc2cccs2)c1[N+](=O)[O-]	9	93	94	95	94	11	13	95	0.6	4	92
O=c1[nH]ncn1-c1ccc(Br)cc1	5	97	99	98	101	/	13	97	1.2	6	97
COC(=O)CCN(C(=O)c1cc(OC)c(OC)c(OC)c1)c1ccccn1	6	100	102	104	103	3	16	101	/	/	101
C=CCNC(=S)Nc1cccc(N)c1	9	97	95	96	96	-12	12	102	-0.3	-2	93

3 compounds picked at random from those above:
SMILES	Avidin bead fluor	Rab2A wt mod	HRas wt GTP	Cdc42 wt	Rac1 wt GTP bind	Pf gametocyte	GSH bead fluor	Rab7 wt modul	ABCB1 block	ABCG2 block	Rac1 act GTP bind
Cc1nn(-c2ccc(Cl)cc2)c2sc(C(=O)c3c(N)n(C)c(=O)n(C)c3=O)cc12	14	103	103	104	106	-26	16	101	0.4	2	101
O=c1[nH]ncn1-c1ccc(Br)cc1	5	97	99	98	101	/	13	97	1.2	6	97
C=CCO/N=C(\C)c1c(O)c(C)c(-c2ccccc2)n(-c2ccccc2)c1=O	7	97	99	97	102	/	15	100	-0.2	-3	97

Next part.
SMILES	Avidin bead fluor	Rab2A wt mod	HRas wt GTP	Cdc42 wt	Rac1 wt GTP bind	Pf gametocyte	GSH bead fluor	Rab7 wt modul	ABCB1 block	ABCG2 block	Rac1 act GTP bind
COC(=O)Cc1[nH]nc2c1C(C1C=CCCC1)C(C#N)=C(N)O2 (stereo not drawn)	10	96	98	98	103	/	8	97	0.3	1	97
CCN1CCN(CCCNC(=O)c2csc3c2CCCCC3)CC1	12	97	99	96	94	/	39	95	0.8	7	92
O=C(CCN1C(=O)S/C(=C\c2cccs2)C1=O)NC1=NCCS1	14	99	102	105	107	-9	5	100	0.3	12	101
Cc1cccc(CCNC(=O)C2CCCN(S(=O)(=O)c3cccc4nsnc34)C2)c1 (stereo not drawn)	12	103	104	103	103	/	23	102	1.0	1	101
CCNC(=O)C(C)Sc1ccc(Cl)cc1 (stereo not drawn)	12	102	102	106	104	/	35	101	0.0	1	102
Nc1n[nH]c(C2CCCCC2)n1	9	98	101	98	103	/	30	106	0.9	1	93
CCc1c(C)c(C#N)c2nc3ccccc3n2c1NCc1ccco1	3	93	95	94	92	/	33	96	-1.3	2	95
CCn1c(=O)cc(SCC(=O)Nc2cc(OC)c(OC)c(OC)c2)c2ccccc21	21	97	99	102	102	-27	25	98	0.5	4	98
CC1=C(C#N)C(NC(=O)C2CCCCC2)(C(F)(F)F)C(=O)N1 (stereo not drawn)	35	101	101	104	105	7	17	100	0.0	-1	102
NC(=O)c1cnn(C2CCS(=O)(=O)C2)c1 (stereo not drawn)	9	99	97	97	100	9	20	97	-0.5	-2	95
COc1ccc(C(=O)Nc2ccc(NC(=O)c3cccs3)c(OC)c2)cc1Cl	11	94	95	94	97	14	12	99	2.8	8	94
Cc1ccc(C(=O)O)cc1NC(=S)NC(=O)c1ccc(-c2ccccc2)cc1	9	95	94	92	95	0	9	101	-0.7	1	91
O=C(CSc1nnc(-c2cccs2)n1-c1ccccc1)N1CCCc2ccccc21	12	98	99	100	103	8	34	100	6.2	25	99
Cn1nccc1C(=O)Nc1ccc2c(c1)OCCO2	6	96	94	95	95	-13	19	97	-0.2	4	94
COc1ccc(C(=O)NNC2=NC(C)(C)Cc3ccccc32)cc1	15	102	102	103	106	10	13	100	0.6	3	105
O=[N+]([O-])c1cc(/C=N/n2c(-c3cccnc3)n[nH]c2=S)ccc1Cl	0	94	94	94	96	/	6	99	-1.0	-13	96
O=C(CCNC(=O)c1ccccc1Cl)Nc1nc(-c2ccccc2Cl)cs1	13	99	100	104	106	/	23	100	2.8	9	100
Cc1csc(SCc2nc3scc(-c4ccccc4)c3c(=O)[nH]2)n1	10	98	100	101	101	-20	12	104	0.6	0	94
Cc1nn(-c2ccccc2)c2c1C(=O)N(Cc1ccccc1)C(=O)C(C)(C)C2	11	98	101	100	102	6	10	99	0.8	0	97
Nc1cc(=O)[nH]n1C1CCCC1	12	?	?	?	?	/	14	?	0.4	6	?
O=C(CC(=O)c1ccccc1)Nc1cc(C(F)(F)F)ccc1Cl	1	103	100	96	103	-14	8	102	-0.8	-4	100
CC(C)CC(C(=O)OCC(=O)c1c(N)n(C)c(=O)n(C)c1=O)N1C(=O)c2ccccc2C1=O (stereo not drawn)	15	99	99	96	104	/	7	98	0.5	7	99
Cc1n[nH]c(C)c1S(=O)(=O)N1CCCCCC1	8	102	104	109	109	-13	6	98	0.2	1	104
O=C(Nc1n[nH]c(C(F)(F)F)n1)C1CC1	13	96	97	100	102	9	34	99	0.1	1	98
Cc1ccc(S(N)(=O)=O)cc1NC(=O)/C=C/c1cccs1	26	102	101	99	100	-11	12	101	0.7	6	100
Nc1cc(Cl)ccc1N1CCOCC1	31	102	100	101	101	/	18	100	0.4	2	100
CCOc1ccc(N=Nc2c(=O)[nH]n3c(=O)c4c([nH]c23)CCCC4)cc1	3	89	95	91	91	/	7	100	0.2	0	89
O=C(Cc1cccs1)N1CCN=C1SCc1ccc(F)cc1	10	95	95	98	101	-8	12	96	0.1	14	98
Cc1ccc(-n2c(C)nnc2SCC(=O)N2CCc3ccccc3C2)cc1	8	98	100	99	103	-6	18	98	0.8	2	100
CCN(CC)C1CCN(C(=O)c2cc(COc3ccc(F)cc3Cl)on2)C1 (stereo not drawn)	4	98	98	96	99	-8	9	104	0.6	0	95

3 entries from above, sorted by the value under Rac1 act GTP bind, highest first:
SMILES	Rac1 act GTP bind
Cc1ccc(S(N)(=O)=O)cc1NC(=O)/C=C/c1cccs1	100
COc1ccc(CCNC(=O)CCSc2nc(-c3ccco3)cc(C(F)(F)F)n2)cc1OC	98
Cc1csc(SCc2nc3scc(-c4ccccc4)c3c(=O)[nH]2)n1	94

The list goes on.
SMILES	Avidin bead fluor	Rab2A wt mod	HRas wt GTP	Cdc42 wt	Rac1 wt GTP bind	Pf gametocyte	GSH bead fluor	Rab7 wt modul	ABCB1 block	ABCG2 block	Rac1 act GTP bind
CCOC(=O)C1=C(C)N=C2SC(C)C(=O)N2C1/C=C/c1ccccc1OC (stereo not drawn)	30	96	96	97	96	-11	17	96	1.3	0	95
Cc1cccc(-n2cnc3cc(C(=O)N4CCc5ccccc54)ccc32)c1	10	96	95	99	101	-2	12	99	0.4	6	97
Cc1ccccc1CNc1nc(N)n(-c2ccccc2)n1	6	98	100	100	106	/	23	95	0.2	0	101
CCOc1cc(/C=N\NC(=O)c2ccc(NC(=O)C(C)(C)C)cc2)ccc1OC(=O)c1ccc(C)cc1	10	97	101	96	104	/	41	99	0.2	9	96
CCOC(=O)CC(NS(=O)(=O)c1ccc(OC)c(C)c1)c1cccc([N+](=O)[O-])c1 (stereo not drawn)	4	99	99	98	103	3	11	98	0.9	15	99
Cc1cc(C)n(S(=O)(=O)c2cc(C)c(C)cc2C)n1	7	95	99	101	102	/	7	95	0.5	1	94
CCOC(=O)N1CCN(C(=O)c2cc3cc(Br)ccc3oc2=O)CC1	27	102	102	99	105	/	14	100	1.1	4	97
C/C(=N\N=C1/NC(=O)C(C)S1)c1ccc([N+](=O)[O-])cc1 (stereo not drawn)	3	97	100	103	103	7	7	98	2.3	32	101
Cc1ccc(S(=O)(=O)N2CCCC2C(=O)NC2CCCCC2)cc1 (stereo not drawn)	11	98	98	100	97	/	26	97	1.1	5	97
CCn1ncc([N+](=O)[O-])c1C(=O)Nc1c(C)nn(Cc2ccc(F)cc2)c1C	5	98	98	97	97	/	17	103	1.5	2	96
CCNNC(=O)C(O)(c1cccc(C)c1)c1cccc(C)c1	11	101	101	101	103	7	12	100	0.4	2	99
CC(C)CC(=O)NC(=S)Nc1nc(-c2ccccc2)cs1	10	103	101	101	105	-3	9	100	-0.9	-4	102
Cc1nn(Cc2ccccc2Cl)c(C)c1NC(=O)CCCn1nc([N+](=O)[O-])c(Cl)c1C	5	97	95	96	98	/	5	96	6.1	22	97
O=C1C2C3C=CC(C3)C2C(=O)N1c1cccc(-c2nc3ccccc3o2)c1 (stereo not drawn)	7	100	101	102	105	/	29	98	-3.8	-5	100
